CRFR2-BP ag: CRF-BP/CRF-R2 complex agonism; actives 0.46% (n = 350,000); HEK293 CRF-R2/CRF-BP, calcium dye fluorescence (FLIPR); percent of saturating CRF peptide response; activation, % at 13.2 µM;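 active = activation of at least 50%, plus an integration ratio under a set limit after plate pattern correction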;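 also: plate controls were neutral control wells without compound for no effect and CRF at EC100 for full effect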
HCV NS3 hel inh: blocks Hepatitis C virus NS3 helicase unwinding; actives 0.56% (n = 290,000); AID 1800; NS3 helicase DNA unwinding, Cy5 molecular beacon fluorescence; inhibition, % at 10.9 µM;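 active = inhibition above the mean of all tested compounds plus 3 SD, set per campaign, cut at about 35% in these data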;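 also: 0% = DMSO wells and 100% = thioflavine S control wells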
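Control set: DMSO versus 110 µM thioflavine S; Material: NS3 helicase fragment of HCV; Measured by: Cy5 fluorescence at 0 and 60 min, beacon hairpin quenching; Read-out basis: percent inhibition from t60/t0 fluorescence ratio; Times: reaction time 60 min, 25 °C; Repeats: single replicate; Compound dosing: single dose, 10.9 µM nominal final, DMSO 0.8% final.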
MEKK3 PB1 HTS: raises or lowers MEK5 binding to the human MEKK3 PB1 domain. Q99759. bead-based flow cytometry, Alexa488-MEK5 binding to MEKK3; actives lie on both sides; 0 = blocked by unlabeled MEK5, 100 = vehicle. binding response (% of control), % at 10 µM. actives 1.4% (n = 290,000). AID 1529;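 active = binding response more than 3 SD above or below the average of its plate-row segment, actives on both sides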;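 also: Alexa488 bead fluorescence after subtracting the streptavidin-only scavenger bead signal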
Target sequence (Q99759 whole entry, looked up, the tested form may be a part): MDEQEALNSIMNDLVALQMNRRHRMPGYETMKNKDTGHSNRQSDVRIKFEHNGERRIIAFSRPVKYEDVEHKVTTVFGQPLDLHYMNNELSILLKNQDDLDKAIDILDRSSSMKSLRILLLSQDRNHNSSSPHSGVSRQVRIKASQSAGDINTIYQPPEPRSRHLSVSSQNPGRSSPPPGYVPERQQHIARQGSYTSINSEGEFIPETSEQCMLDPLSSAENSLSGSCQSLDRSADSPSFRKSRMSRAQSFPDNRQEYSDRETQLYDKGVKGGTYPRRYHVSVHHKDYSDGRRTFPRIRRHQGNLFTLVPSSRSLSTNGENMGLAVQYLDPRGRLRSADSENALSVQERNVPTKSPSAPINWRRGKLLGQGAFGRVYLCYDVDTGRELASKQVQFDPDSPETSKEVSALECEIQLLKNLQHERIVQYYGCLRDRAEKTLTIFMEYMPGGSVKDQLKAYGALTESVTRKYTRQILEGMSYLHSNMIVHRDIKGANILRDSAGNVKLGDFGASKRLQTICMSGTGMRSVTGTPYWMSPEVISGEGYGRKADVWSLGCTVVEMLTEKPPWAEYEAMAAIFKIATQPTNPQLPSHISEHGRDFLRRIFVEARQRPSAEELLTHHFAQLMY
SUMO HTRF inh: SUMOylation inhibition; HTRF SUMOylation assay, SAE1/SAE2 + UBC9, in vitro; P63279; inhibition, % at 35 µM; AID 2006; actives 0.36% (n = 290,000); in the data active = inhibition above about 50%, passing the limit was not always enough; also: strong numbers were not always called active
MEKK2mut PB1 HTS: signal of MEK5 binding to mutant human MEKK2 PB1 domain | AID 1530 | actives 0.35% (n = 290,000) | bead flow cytometry, Alexa488-MEK5 binding to MEKK2 mutant | percent response, % at 10 µM; in the data active = percent response above about 24%, passing the limit was not always enough; also: inactives centre near 1; some results filed as inactive read as strong as hits
MEKK2 WT-MEK5: raises or lowers MEK5 binding to wildtype human MEKK2 PB1 domain; actives 1.1% (n = 290,000); bead flow cytometry, Alexa488-MEK5 binding to MEKK2 WT; actives lie on both sides; binding response (% of control), % at 10 µM; in the data active = binding response below about 67% or above about 130%
FID counter: counter-screen for HCV NS3 helicase inhibitors: DNA intercalator displacement | DNA fluorescent intercalator displacement, fluorescence | inhibition, % at 7.9 µM | actives 0.17% (n = 290,000); in the data active = inhibition above about 37%;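 also: 0% = vehicle and 100% = reference compound; higher means more ethidium bromide displaced from hairpin DNA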
GalR3 antagonist: human GalR3 antagonism | HEK293 GalR3-CNG cAMP membrane potential fluorescence; galR3 body fused to GalR1 C-terminus | inhibition, % at 3 µM | actives 0.44% (n = 360,000) | AID 651719;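 active = inhibition above the screen-wide average plus 3 SD, cut at about 13% in these data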;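 also: forskolin and galanin both at EC90 stimulate the cells; cAMP rise reported by CNG channel membrane potential dye signal; 0% = forskolin plus galanin with DMSO and 100% = forskolin alone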
Target sequence (O60755 1-299 limits assumed): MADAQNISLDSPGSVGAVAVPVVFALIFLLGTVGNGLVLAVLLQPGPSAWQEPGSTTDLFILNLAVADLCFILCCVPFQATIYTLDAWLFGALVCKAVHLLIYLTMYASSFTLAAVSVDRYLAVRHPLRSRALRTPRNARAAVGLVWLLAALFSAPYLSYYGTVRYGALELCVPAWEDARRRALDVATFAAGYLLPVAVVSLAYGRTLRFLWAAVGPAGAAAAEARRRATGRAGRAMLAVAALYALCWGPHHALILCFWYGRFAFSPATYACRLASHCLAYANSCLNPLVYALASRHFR
CRFBP-R2 block: CRF-BP/CRF-R2 complex antagonism | HEK293 CRF-R2/CRF-BP, CRF-induced calcium fluorescence | actives 0.59% (n = 350,000) | inhibition, % at 11.8 µM | AID 588475;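 active = inhibition of the ligand-induced calcium signal above about 50% at the single tested concentration, limit read from the data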
The depositor's hits bear a star; . = no result given; & = joins results of further samples. These rows are one share of the data; the hit share may differ from the screen's.

cpd	Molecule	CRFR2-BP ag	HCV NS3 hel inh	MEKK3 PB1 HTS	SUMO HTRF inh	MEKK2mut PB1 HTS
1	Cc1nn(Cc2ccc(Cl)cc2Cl)c(C)c1NC(=O)Cn1nc([N+](=O)[O-])c(Cl)c1C	-1.4	1	108	4	13
2	O=C(NCc1cccnc1)C1CCCN(S(=O)(=O)c2ccccc2)C1 (stereo unspecified)	0.3	1	87	12	-7
3	O=C1NC(c2ccccc2)=NC1(NS(=O)(=O)c1ccc(Cl)cc1)C(F)(F)F (stereo unspecified)	1.4	4	100	-7	2
4	O=c1c2ccccc2c(/C=N/c2nnc(Cc3ccccc3)s2)c(O)n1-c1ccc(Cl)cn1	40	-2	97	17	-2
5	Cc1cc2ncn(/N=C/c3ccc([N+](=O)[O-])o3)c2cc1C	5.7	11	99	28	1
6	COc1cccc(CN(C)C(=O)c2ccc3nccnc3c2)c1	9.7	8	99	18	16
7	Cc1cc(C)cc(NC(=S)N2CCC(NC(=O)C3CCCCC3)CC2)c1	-2.4	1	104	3	3
8	COCCN1C(=O)c2ccc(C(=O)NCc3cccnc3)cc2C1=O	-0.2	7	105	22	2
9	O=C(c1ccc2c3c(cccc13)CC2)C1CCCN(Cc2ccncc2)C1 (stereo unspecified)	-0.6	-14	103	4	-1
10	COc1ccc(NC(=O)Nc2ncccc2C)cc1	-1.3	3	93	14	-3
11	COc1ccc(/C=C/C(=O)NCC(=O)N/N=C(/C)c2ccco2)cc1	-0.4	16	100	-5	-3
12	O=C(NNC(=S)Nc1ccc(OC(F)F)cc1)c1cc2c(s1)CCCC2	0.1	-8	106	-50	8

cpd	MEKK2 WT-MEK5	FID counter	GalR3 antagonist	CRFBP-R2 block
1	106	1	1	25
2	92	-2	1	5
3	102	-5	0	-2
4	98	-6	-4	-45
5	102	-1	-8	-48
6	101	-14	0	2
7	104	-32	-8	-10
8	103	-3	-8	5
9	107	-9	0	3
10	99	-7	-3	0
11	101	-9	0	3
12	115	-2	7	3

Next section:
cpd	Molecule	CRFR2-BP ag	HCV NS3 hel inh	MEKK3 PB1 HTS	SUMO HTRF inh	MEKK2mut PB1 HTS
13	CCCCNC(=O)Cn1cnc2ccc(S(=O)(=O)N3CCC(C)CC3)cc2c1=O	1.2	6	104	13	8
14	O=C(NCCc1ccccc1)c1ccc2nccnc2c1	0.0	6	102	6	-5
15	CCN(CC)CCNC(=O)c1ccc2c(=O)n(C3CCCC3)c(=S)[nH]c2c1	17	-69	105	0	0
16	O=S(=O)(NC1=NCCCCC1)c1ccc2sc(NS(=O)(=O)c3ccc4ccccc4c3)nc2c1	0.7	2	71	-41	-36
17	O=C1NC(=O)C2(COC(c3ccccc3Cl)OC2)S1 (stereo unspecified)	-0.1	-1	91	10	0
18	Cc1ccc(C(=O)N2CCN(c3ccc(F)cc3)CC2)cc1S(=O)(=O)N1CCCCC1	-1.2	-6	101	-4	3
19	C#CC(CC)(CC)NC(=O)Nc1ccccc1C(=O)OC	-1.3	-10	98	14	-1
20	COc1cc(C(=O)N/C(=C/c2ccc(F)cc2)C(=O)NC(C(=O)O)c2ccccc2)cc(OC)c1OC (stereo unspecified)	2.4	37*	106	0	-1
21	Cc1cc(C)nc(NC(=O)C(c2ccccc2)c2ccccc2)c1	-2.6	-11	104	-4	2
22	CCOC(=O)c1c(NC(=O)CCC(=O)N(CC)CC)sc2c1CC(C)(C)OC2	-4.3	-3	100	-3	9
23	Cc1ccc(/C=N/NC(=O)CC2N=C(Cc3ccccc3)NNC2=O)cc1 (stereo unspecified)	-0.1	30	103	.	0
24	COc1ccc(-n2c(Cc3cccn3C)nnc2SCC(=O)N2CCC(C)CC2)cc1	-1.3	2	101	16	1

cpd	MEKK2 WT-MEK5	FID counter	GalR3 antagonist	CRFBP-R2 block
13	107	-2	-3	-10
14	103	-6	-3	-25
15	121	29	-4	-91
16	63	-28	-4	-7
17	99	-8	-1	25
18	102	-50	-3	0
19	102	-4	-2	16
20	104	-24	-14	-9
21	108	-10	-5	10
22	103	-38	-2	-5
23	105	-15	3	-11
24	104	-39	3	7

(continued)
cpd	Molecule	CRFR2-BP ag	HCV NS3 hel inh	MEKK3 PB1 HTS	SUMO HTRF inh	MEKK2mut PB1 HTS
25	Cc1ccc(S(=O)(=O)N2CCN(C(=O)COc3ccc(-c4nnco4)cc3)CC2)cc1	-0.2	-10	99	4	-1
26	COc1cc(C(=O)NCCCCCCNC(=O)c2cc(OC)c(OC)c(OC)c2)cc(OC)c1OC	-1.7	-2	103	1	3
27	CC1Cc2ccccc2N1c1ncnc2nc[nH]c12 (stereo unspecified)	-3.3	-2	112	-10	13
28	COc1ccc(OC)c(S(=O)(=O)N2CCC(C(=O)N3CCOCC3)CC2)c1	0.0	4	105	18	-6
29	CC(Sc1nc(C2CC2)n(-c2ccccc2)n1)C(=O)c1c(N)n(C)c(=O)n(C)c1=O (stereo unspecified)	-1.3	1	104	5	8
30	CC(=O)NNC(=O)c1csc(-c2csc(C)n2)n1	-1.6	-8	96	21	-13
31	COc1cc(CNC2CCCCCC2)cc(OC)c1OC	-1.4	2	100	23	6
32	COc1ccc(NC(=S)Nc2ccc3nccnc3c2)cc1	20	15	100	93	18
33	Cc1ccc(OCC(=O)NC(=S)Nc2ccc(Br)cn2)cc1	3.9	-1	104	15	10
34	Cc1c(C(=O)NC2CCC(C)CC2)oc2ccccc12 (stereo unspecified)	-0.2	4	101	26	4
35	Cc1ccc(C(=O)N2N=C(c3ccccc3)CC2(O)C(F)(F)F)o1 (stereo unspecified)	-2.7	-9	97	18	-8
36	COc1ccc2c(CCNC(=O)c3ccc([N+](=O)[O-])cc3)c[nH]c2c1	-1.1	2	100	-11	3

cpd	MEKK2 WT-MEK5	FID counter	GalR3 antagonist	CRFBP-R2 block
25	102	-14	2	-12
26	108	-7	-2	13
27	109	-5	.	-46
28	91	2	-4	-7
29	105	-19	0	-11
30	91	-2	1	12
31	107	5	-5	-22
32	102	4	4	-9
33	97	-6	-2	1
34	101	-20	-4	-7
35	91	-9	-5	5
36	102	2	-3	12

Ten entries from above, with tabs.
entry	mol	CRFR2-BP ag	HCV NS3 hel inh	MEKK3 PB1 HTS	SUMO HTRF inh	MEKK2mut PB1 HTS	MEKK2 WT-MEK5	FID counter	GalR3 antagonist	CRFBP-R2 block
24	COc1ccc(-n2c(Cc3cccn3C)nnc2SCC(=O)N2CCC(C)CC2)cc1	-1.3	2	101	16	1	104	-39	3	7
25	Cc1ccc(S(=O)(=O)N2CCN(C(=O)COc3ccc(-c4nnco4)cc3)CC2)cc1	-0.2	-10	99	4	-1	102	-14	2	-12
26	COc1cc(C(=O)NCCCCCCNC(=O)c2cc(OC)c(OC)c(OC)c2)cc(OC)c1OC	-1.7	-2	103	1	3	108	-7	-2	13
27	CC1Cc2ccccc2N1c1ncnc2nc[nH]c12 (stereo unspecified)	-3.3	-2	112	-10	13	109	-5	.	-46
28	COc1ccc(OC)c(S(=O)(=O)N2CCC(C(=O)N3CCOCC3)CC2)c1	0.0	4	105	18	-6	91	2	-4	-7
29	CC(Sc1nc(C2CC2)n(-c2ccccc2)n1)C(=O)c1c(N)n(C)c(=O)n(C)c1=O (stereo unspecified)	-1.3	1	104	5	8	105	-19	0	-11
30	CC(=O)NNC(=O)c1csc(-c2csc(C)n2)n1	-1.6	-8	96	21	-13	91	-2	1	12
31	COc1cc(CNC2CCCCCC2)cc(OC)c1OC	-1.4	2	100	23	6	107	5	-5	-22
32	COc1ccc(NC(=S)Nc2ccc3nccnc3c2)cc1	20	15	100	93	18	102	4	4	-9
33	Cc1ccc(OCC(=O)NC(=S)Nc2ccc(Br)cn2)cc1	3.9	-1	104	15	10	97	-6	-2	1

Pulled by compound from the list above:
cpd	Molecule	CRFR2-BP ag	HCV NS3 hel inh	MEKK3 PB1 HTS	SUMO HTRF inh	MEKK2mut PB1 HTS
31	COc1cc(CNC2CCCCCC2)cc(OC)c1OC	-1.4	2	100	23	6
30	CC(=O)NNC(=O)c1csc(-c2csc(C)n2)n1	-1.6	-8	96	21	-13

cpd	MEKK2 WT-MEK5	FID counter	GalR3 antagonist	CRFBP-R2 block
31	107	5	-5	-22
30	91	-2	1	12

The list goes on.
cpd	Molecule	CRFR2-BP ag	HCV NS3 hel inh	MEKK3 PB1 HTS	SUMO HTRF inh	MEKK2mut PB1 HTS
37	CC(C)(C)c1ccc(C(=O)Nc2ccc(CN3CCS(=O)(=O)CC3)cc2)cc1	1.6	0	101	11	-10
38	COc1ccc(NC2c3ccccc3C(=O)N2Cc2ccccc2Cl)cc1OC (stereo unspecified)	-3.8	-2	126	18	26
39	COC(=O)c1ccc(-c2noc(CN(C)CCC3CCCCO3)n2)cc1 (stereo unspecified)	-0.5	-4	103	4	2
40	O=C(O)c1cc(-c2ccc(Cl)s2)[nH]n1	0.1	-5	107	0	10
41	CC(=O)N1CCN(c2ccc(OC[C@H]3CO[C@](Cn4ccnc4)(c4ccc(Cl)cc4Cl)O3)cc2)CC1	1.0	-16&-28	99&77	-16&-14	2&7
42	Cn1c(Br)nc2c1c(=O)n(Cc1ccccc1)c(=O)n2C	-2.6	0	107	-2	0
43	CCOC(=O)c1[nH]nc(C(=O)c2ccc(Br)cc2)c1O	1.2	-2	100	23	0
44	Clc1ccc(-c2cc(COc3ccc4ccccc4c3)no2)cc1	4.2	-4	.	-12	.

cpd	MEKK2 WT-MEK5	FID counter	GalR3 antagonist	CRFBP-R2 block
37	102	-34	34*	1
38	109	-26	-5	40
39	102	-23	10	-10
40	108	0	-7	-1
41	102&100	-8&-18	.	4
42	107	-6	-7	9
43	101	0	-2	2
44	.	1	-4	-4
